CSN inh: CSN deneddylation inhibition | Q92905 | Purified CSN, SCF-Nedd8-OG deneddylation, fluorescence polarization | inhibition, % at 12.5 µM | 360,000 tested, 0.38% active | AID 651999;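 active = pattern-corrected inhibition above about 35%, with an unprinted fluorescence ratio check between 0.5 and 1.5, limit read from the data, passing the limit was not always enough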;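 note: 0% = enzyme with substrate and 100% = substrate without enzyme; some results filed as inactive read as strong as hits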
Target sequence (Q92905 whole entry, looked up, one chain of several): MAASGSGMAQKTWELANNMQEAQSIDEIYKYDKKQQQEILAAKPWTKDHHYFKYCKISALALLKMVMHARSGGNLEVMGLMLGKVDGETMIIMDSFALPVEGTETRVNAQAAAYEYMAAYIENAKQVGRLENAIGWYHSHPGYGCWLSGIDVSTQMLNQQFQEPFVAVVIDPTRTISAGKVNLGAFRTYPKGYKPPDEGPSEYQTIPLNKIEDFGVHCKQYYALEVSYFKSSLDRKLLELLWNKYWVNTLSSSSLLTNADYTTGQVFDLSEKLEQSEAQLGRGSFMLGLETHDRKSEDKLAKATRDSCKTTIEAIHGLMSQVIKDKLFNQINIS
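Schedule: reaction 90 min, room temperature / Assay system: HEK293T-derived human Csn5 enzyme / Input: Csn5 at 0.24 nM final / Measure: inhibition of Csn5 cleavage, % / Control set: substrate-only high control, full reaction low control / Technique: fluorescence polarization of the substrate / Buffer or medium: Tris/NaCl/DTT buffer, pH 7.5 / Reagent: SCFSkp2-Nedd8OG substrate at 10 nM final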
LMPTP inh: blocks human LMPTP phosphatase | P24666 | recombinant LMPTP-A, OMFP fluorogenic substrate, fluorescence intensity | inhibition, % at 20 µM | 360,000 tested, 0.22% active | AID 651560;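 active = compounds that cut the enzyme signal by at least half of the control window in the single-dose screen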;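 note: plate controls were DMSO wells with enzyme plus substrate for no effect and substrate without enzyme for full effect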
Target sequence (P24666 whole entry, looked up): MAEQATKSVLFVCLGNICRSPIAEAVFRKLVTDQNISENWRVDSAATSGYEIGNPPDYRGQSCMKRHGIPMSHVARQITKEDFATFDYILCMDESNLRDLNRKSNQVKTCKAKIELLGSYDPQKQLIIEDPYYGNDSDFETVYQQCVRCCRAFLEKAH
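Material: LMPTP-A; amount: 0.625 nM enzyme; doses: single 20 µM dose; times: reaction 50 min, room temperature, dark; technique: fluorescence intensity of OMFP turnover product; benchmarks: no-enzyme and uninhibited controls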
TbMetRS inhib: Trypanosoma brucei MetRS inhibition. AID 624268. inhibition, % at 11.9 µM. purified T. brucei MetRS, ATP depletion, Kinase-Glo luminescence. 360,000 tested, 0.4% active;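 active = inhibition above a per-plate cutoff of the control wells' mean inhibition plus 3 SD, cut at about 5.5% in these data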;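 note: 0% = DMSO wells median and 100% = median of wells with control inhibitor compound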
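Material: parasite MetRS enzyme / Replication: singlicate, one well per compound / Signal: luminescence of leftover ATP / Schedule: 2 h aminoacylation at 25 °C after 15 min preincubation / Medium: HEPES-MgCl2-KCl buffer plus DTT, spermine, BSA, pyrophosphatase / Doses: 11.9 µM single point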
DNMT1 block: blocks human DNA methyltransferase DNMT1. DNMT1 molecular beacon, Hinp1I cleavage, fluorescence. inhibition (reported as % activation of signal), % at 10 µM. 360,000 tested, 0.83% active; in the data active = inhibition above about 50%
Scp-1 inhibitor: Scp-1 (human) phosphatase inhibition; inhibition, % at 20 µM; Q9GZU7; Recombinant Scp1, phosphopeptide, malachite green phosphate absorbance; 340,000 tested, 0.88% active; AID 493091;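 active = inhibition above about 50% at 20 µM, limit read from the data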;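 note: plate controls were DMSO wells with enzyme for no effect and wells lacking enzyme for full effect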
Target sequence (Q9GZU7 76-261 limits assumed): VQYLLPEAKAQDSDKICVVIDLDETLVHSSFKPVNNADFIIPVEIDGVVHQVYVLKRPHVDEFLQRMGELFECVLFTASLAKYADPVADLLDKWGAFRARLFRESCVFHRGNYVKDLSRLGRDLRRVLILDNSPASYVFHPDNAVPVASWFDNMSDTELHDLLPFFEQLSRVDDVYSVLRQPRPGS
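Test system – truncated SCP-1 phosphatase (76-261aa) · Reagent – Phosphorylated 17-residue peptide substrate · Incubation – 45 min room-temperature reaction, 5 min colour, 30 min stabiliser · Detection – colorimetric phosphate reagent with accelerator and stabiliser, absorbance at 630 nm · Measure – % inhibition at 20 µM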
MsrA inh: inhibits bovine methionine sulfoxide reductase A; purified bovine MsrA, absorbance read-out; inhibition, % at 15.5 µM; 360,000 tested, 0.75% active; AID 651718; in the data active = inhibition above about 4.5%;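 note: 0% = vehicle wells with enzyme and 100% = reference inhibitor wells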
STEP inh: blocks human striatal-enriched tyrosine phosphatase; inhibition, % at 20 µM; P54829; recombinant STEP, OMFP fluorogenic substrate, fluorescence; 360,000 tested, 0.25% active; AID 588621;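 active = inhibition at 20 µM, scaled per plate between control wells, above about 37%, limit read from the data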;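 note: 0% = DMSO with enzyme and substrate and 100% = substrate only without enzyme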
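Material: STEP (striatal-enriched tyrosine phosphatase) enzyme, cell-free; Compound dosing: 20 µM single dose in 1% DMSO; Technique: fluorescence read at 480 nm ex / 540 nm em; Times: reaction 20 min, ambient temperature; Medium: 50 mM Bis-Tris pH 6.0 with 2.5 mM DTT and 0.005% Tween 20; Also added: OMFP at 25 µM.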
NadD inh: inhibitors of Staphylococcus aureus NadD; AID 602399; 360,000 tested, 0.78% active; inhibition, % at 20 µM; purified NadD enzyme, colorimetric absorbance read-out; in the data active = inhibition above about 26%; note: some compounds past the cut are filed as inactive
Rpn11 block: inhibitors of human proteasome Rpn11 | human 26S proteasome, Ub4-pepOG fluorescence polarization; 20S core pre-blocked with epoxomicin | calls only at 20 µM | 360,000 tested, 0.59% active | AID 588493;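 active = inhibition at 20 µM, scaled to each plate's controls, above about 33%, limit read from the data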
Target sequence (O00487 whole entry, looked up): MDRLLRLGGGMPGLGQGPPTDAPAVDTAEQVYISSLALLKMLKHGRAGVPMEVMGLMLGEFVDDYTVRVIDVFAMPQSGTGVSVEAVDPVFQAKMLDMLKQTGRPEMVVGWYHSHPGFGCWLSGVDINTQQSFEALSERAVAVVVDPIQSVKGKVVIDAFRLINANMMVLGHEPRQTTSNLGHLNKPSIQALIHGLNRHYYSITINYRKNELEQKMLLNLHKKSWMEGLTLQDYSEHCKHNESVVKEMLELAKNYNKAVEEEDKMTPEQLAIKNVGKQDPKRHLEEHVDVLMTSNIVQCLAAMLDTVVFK
SUMO1-SIM PPI: SUMO1-SIM interaction modulation. P63165. SUMO1 binding to a labelled peptide, TR-FRET, 1 h. inhibition, % at 20 µM. 360,000 tested, 0.33% active. AID 602429; in the data active = inhibition above about 37%
* marks the source's active call; other numbers are inactive results; i = inactive; nt = no result given.

SMILES	CSN inh	LMPTP inh	TbMetRS inhib	DNMT1 block	Scp-1 inhibitor	MsrA inh	STEP inh	NadD inh	Rpn11 block	SUMO1-SIM PPI
C[C@H]1CN([C@@H](C)CO)C(=O)CCCn2cc(nn2)CO[C@@H]1CN(C)C(=O)Nc1ccccc1	5	-2.0	0.0	6	nt	2.7	-1	-4	i	2
O=C(N/N=C/c1cccnc1)c1cc(Br)ccc1O	-3	-1.4	0.3	2	-4	1.5	3	0	i	-5
O=C(NCc1ccc(F)cc1)c1cnc2sccn2c1=O	4	0.0	1.0	10	-3	3.1	-2	-1	i	2
Cc1cc(S(=O)(=O)Nc2c(C(=O)O)[nH]c3ccccc23)ccc1F	-1	-1.1	-0.2	-4	0	-1.0	0	-6	i	2
O=C(Nc1cccc(Cl)c1)C1COc2ccccc2O1 (centres undefined)	1	0.6	-0.4	2	-11	1.8	1	-5	i	3
CC(C)CCCCCCNC(=S)Nc1ccc(S(=O)(=O)N2CCOCC2)cc1	3	1.6	-0.6	-9	-8	-0.5	4	-7	i	5
CCN(Cc1nc2ccccc2c(=O)[nH]1)C(=O)c1cccc(OCc2c(C)noc2C)c1	-4	-0.5	-0.1	23	-4	0.1	-5	-2	i	-3
COc1ccc(C=C(C(C)=O)C(=O)c2ccccc2)cc1	2	-0.6	-1.0	9	nt	4.0	-2	-4	i	-2
CCCCCCCCCOC1OC(CO)C(O)C(O)C1NC(C)=O (centres undefined)	1	0.1	-0.1	6	-7	-1.0	0	-1	i	-2
CC1(C)NC(=O)N(CCCCOc2cccc(C(F)(F)F)c2)C1=O	0	-2.5	-1.1	-6	-4	1.4	1	-2	i	1
CCOC(=O)C1CCN(C(=O)/C(C)=C\c2ccccc2)CC1	-4	-0.1	0.0	3	2	0.6	-3	-1	i	-3
Cc1nc2cc(NC(=O)COc3ccccc3C#N)ccc2n1-c1ccccc1	-4	-0.1	-0.3	-2	4	0.4	-3	5	i	3
CSc1ccc(Cn2c(C)c(C(=O)NCCC#N)sc2=O)cc1	-2	0.7	-0.5	4	nt	0.7	3	-5	i	5
Cc1oc2c(CN3CCCC3)c(O)ccc2c(=O)c1Oc1ccccc1Br	-8	0.7	0.2	-4	0	4.0	2	-8	i	2
CC(=O)OCC(=O)[C@@]1(O)CCC2C3CCC4=CC(=O)CCC4(C)C3C(=O)CC21C (some centres undefined)	-4	-0.8	-0.3	-1	-4	1.1	0	-1	i	-5
O=C1CCCC(O)=C1C1C2=C(CCCC2=O)OC2=C1C(=O)CCC2	-17	-0.6	0.5	1	-5	-0.6	1	4	i	3
Cc1ccc(-c2n[nH]c(=O)c3ccccc23)cc1S(=O)(=O)Nc1ccccc1	-3	1.2	0.1	-4	-3	3.0	16	0	i	15
CCCNC(=O)C(Cc1ccc(OC)cc1)NC(=O)c1ccc(C#N)cc1 (centres undefined)	1	-2.5	-0.5	4	0	-0.4	0	0	i	5
O=C(Nc1ccon1)C1CCN(S(=O)(=O)c2cccs2)CC1	-4	-1.9	-1.6	-4	-2	-1.6	-5	-8	i	3
O=C(Nc1ccc(Cl)cc1)Nc1cccc(C(=O)O)c1	1	0.7	1.3	-3	-5	1.1	-2	-4	i	9
COc1cc(/C=C/C(=O)OCC(=O)Nc2oc(C)c3c(C)n[nH]c(=O)c23)ccc1OC(F)F	2	-3.5	-0.5	8	-3	1.2	-1	6	i	-10
O=C(N/C(=C\c1ccco1)C(=O)N1CCCCC1)c1ccc([N+](=O)[O-])cc1	-1	-0.4	-0.4	3	2	-0.5	1	-1	i	-3
CCOC(=O)C1=C(C)NC(=O)NC1c1ccc(NC(C)=O)cc1 (centres undefined)	0	-1.0	-1.8	1	-6	1.3	-2	-1	i	1
O=C(O)C1=C[C@@H](c2coc3ccccc3c2=O)C[C@@H](OCCCCO)O1	-4	-1.1	-0.3	2	0	0.1	2	2	i	0
Cc1onc(-c2c(F)cccc2Cl)c1C(=O)Nc1ccc(S(=O)(=O)N2CCOCC2)cc1	0	-0.2	-0.3	-3	-8	-0.1	-2	-5	i	-4
COC(=O)c1cn(C(=O)c2ccc(OC)cc2)c2ccccc12	-1	1.2	-1.7	0	0	-0.3	-1	-4	i	2
COC(=O)c1sccc1NC(=O)c1ccc(C)o1	3	0.8	-0.1	5	-13	0.6	2	-9	i	0
O=C(CCSc1nnc2scc(-c3ccccc3)n12)Nc1nc(-c2ccccc2)ns1	-2	-0.1	-1.1	23	-14	0.6	3	3	i	-1
CCn1cc(CN2CCC(n3nccc3NC(=O)C3CCCC3)CC2)c(C)n1	0	0.3	-0.5	0	-7	0.8	-2	-6	i	4
COc1cccc(/C=C/C(=O)OCC(=O)Nc2cccc(S(=O)(=O)NC3=NCCCCC3)c2)c1	-2	0.9	-0.2	-2	5	-0.2	-1	-4	i	3
COc1ccc(-c2nc(CSCC(=O)N3CCN(C)CC3)c(C)o2)cc1OC	-2	-1.9	0.0	-1	-7	0.7	2	-4	i	1
Nc1c(C(=O)NCCC2=CCCCC2)sc2ccc(S(=O)(=O)N3CCCCC3)cc12	2	0.2	-1.2	-2	1	1.4	-1	9	i	-5
COc1cccc(OC)c1OCCN1CCN(C(c2ccccc2)c2ccccc2)CC1	-7	-1.5	-1.2	-13	9	0.9	-4	-5	i	1
Clc1ccccc1CSc1nnc(-c2cccnc2)n1Cc1ccco1	-3	-1.4	-1.1	1	8	-0.3	21	-3	i	-4
O=C(NNc1ccc(Cl)nn1)c1ccc(Cl)cc1	-4	-0.6	0.6	0	-8	-0.4	1	-5	i	-4
CC(C)C(=O)NC(C)C(c1cccs1)N1CCN(C)CC1 (centres undefined)	2	-2.3	-0.2	6	-6	-1.2	2	-3	i	-1
CSCC[C@H](NC(=O)OC(C)(C)C)C(=O)N/N=C/c1cccc2nccnc12	-1	-1.8	-0.4	0	-9	-0.1	-2	2	i	-24
COc1ccc(OC)c(C2CC(=O)c3c([nH]c(C(=O)OCC4CCCO4)c3C)C2)c1 (centres undefined)	-5	1.9	-2.1	-3	-13	-0.2	4	-1	i	5
CCCN1CN(Cc2ccccc2)CC2=C1CC(C)(C)CC2=O	-2	0.1	-1.5	0	5	0.2	0	1	i	-1
CCC(=O)Nc1nnc(Sc2ccc(N(C)C)cc2)s1	2	0.1	-1.4	13	14	-0.1	23	2	i	0
Cc1ccc(Cc2c(-c3ccc(Cl)cc3)nc3c4ccccc4ccn23)cc1	0	6.3	-1.1	nt	nt	0.5	nt	30	nt	1
COCCCn1c(C)nnc1SCC(=O)Nc1cccc(C)c1	-5	0.5	0.4	-4	-11	-0.3	2	2	i	-1
CCOc1cc(CNc2ccc3c(c2)CCC3)ccc1O	5	-0.4	-0.4	-13	2	1.7	1	3	i	-2
COc1ccc(C2CC(c3ccc(Br)cc3)=NN2C(=O)CSC2=NN3CCCC(=O)N=C3S2)cc1 (centres undefined)	-1	2.5	-0.5	1	-2	nt	0	5	i	-3
Cc1ccc(C(=O)Nc2ncn[nH]2)cc1	-2	1.4	0.1	4	-5	1.1	0	-3	i	0
COc1ccc(NC(=O)Nc2ccc3c(c2)C(=O)N([C@H](C)CO)C[C@@H](C)[C@@H](CN(C)C(=O)C2CCCCC2)OCCCC[C@H](C)O3)cc1	-2	-1.8	0.8	-6	nt	-0.5	1	3	i	9
S=c1[nH]nc(CNc2cccc(Cl)c2)o1	4	-2.4	-0.2	-2	-2	1.2	3	-2	i	-1
CC(C)(CN1CCCC1)NS(=O)(=O)c1ccc(Cl)cc1	-4	1.9	-0.7	7	4	-0.7	-1	-1	i	3
CCCn1c(C)cc(-c2csc(N)n2)c1C	-4	11	-0.4	-16	9	-1.0	-1	30	i	-2
CC(=O)c1c(C)[nH]c(C(=O)N(CCc2ccccc2)Cc2ccccc2)c1C	0	-0.6	-1.0	-2	-15	-2.0	-3	2	i	0
Cc1cc(Br)cn2c(Cc3ccccc3)c(-c3ccco3)nc12	9	3.4	-0.4	5	nt	-0.1	7	5	i	-5
C#CCNC(=O)C[C@@H]1C[C@@]2(C(=O)OC)CCCCC=C2N(Cc2ccco2)C1=O	-2	-0.1	0.7	nt	nt	-1.6	nt	5	nt	-1
O=C(CN1C(=O)c2ccccc2S1(=O)=O)Nc1ncccn1	1	-0.6	-0.3	8	-3	0.0	1	2	i	-1
COc1ccc(N/N=C(\C#N)C(=N)SCc2ccccc2)cc1	-6	1.4	0.4	-1	-8	3.3	0	-1	i	-9

Molecules from the list above containing a Cl atom (8):
SMILES	CSN inh	LMPTP inh	TbMetRS inhib	DNMT1 block	Scp-1 inhibitor	MsrA inh	STEP inh	NadD inh	Rpn11 block	SUMO1-SIM PPI
O=C(Nc1cccc(Cl)c1)C1COc2ccccc2O1 (centres undefined)	1	0.6	-0.4	2	-11	1.8	1	-5	i	3
O=C(Nc1ccc(Cl)cc1)Nc1cccc(C(=O)O)c1	1	0.7	1.3	-3	-5	1.1	-2	-4	i	9
Cc1onc(-c2c(F)cccc2Cl)c1C(=O)Nc1ccc(S(=O)(=O)N2CCOCC2)cc1	0	-0.2	-0.3	-3	-8	-0.1	-2	-5	i	-4
Clc1ccccc1CSc1nnc(-c2cccnc2)n1Cc1ccco1	-3	-1.4	-1.1	1	8	-0.3	21	-3	i	-4
O=C(NNc1ccc(Cl)nn1)c1ccc(Cl)cc1	-4	-0.6	0.6	0	-8	-0.4	1	-5	i	-4
Cc1ccc(Cc2c(-c3ccc(Cl)cc3)nc3c4ccccc4ccn23)cc1	0	6.3	-1.1	nt	nt	0.5	nt	30	nt	1
S=c1[nH]nc(CNc2cccc(Cl)c2)o1	4	-2.4	-0.2	-2	-2	1.2	3	-2	i	-1
CC(C)(CN1CCCC1)NS(=O)(=O)c1ccc(Cl)cc1	-4	1.9	-0.7	7	4	-0.7	-1	-1	i	3
